FEN1 inhibitor – human FEN1 inhibition; P39748; AID 588795; Potency, µM (series often up to 114 µM), without a hit: at the highest dose activity change, negative = inhibition, most hits filed as inhibitors; Recombinant FEN1 flap cleavage, fluorescence, 15 min; 0.35% of 390,000 active; note: nearly all actives have a fitted effect of over 65% in size
Target sequence (P39748 whole entry, looked up): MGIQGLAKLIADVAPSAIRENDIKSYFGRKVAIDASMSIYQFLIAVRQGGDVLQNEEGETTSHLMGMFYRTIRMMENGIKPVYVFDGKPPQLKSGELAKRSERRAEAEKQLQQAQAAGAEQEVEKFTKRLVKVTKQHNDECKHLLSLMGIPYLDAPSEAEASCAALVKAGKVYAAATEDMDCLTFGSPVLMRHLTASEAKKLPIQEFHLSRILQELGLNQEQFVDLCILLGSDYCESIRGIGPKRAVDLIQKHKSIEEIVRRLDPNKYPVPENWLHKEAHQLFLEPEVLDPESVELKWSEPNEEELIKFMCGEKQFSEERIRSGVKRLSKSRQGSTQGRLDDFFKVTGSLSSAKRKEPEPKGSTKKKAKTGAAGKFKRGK
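Steps: FEN1 (10 nM) dispensed; compound added by pin tool; 15 min at room temperature; substrate added to 50 nM final; reads at 0 min and 15 min; data normalized and fitted (four-parameter Hill).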
N370S GC – N370S glucocerebrosidase modulation, Gaucher chaperone candidate | AID 2101 | 0.092% of 330,000 active | N370S GC spleen homogenate, 4MU-glucoside fluorescence | P04062 | Potency, µM (top dose mostly 59.4 µM), inactives show top-dose activity change, negative = inhibition, hits mostly inhibitors;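 note: 0% = full enzyme activity and -100% = no enzyme basal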
TDP1 inh – inhibitors of human tyrosyl-DNA phosphodiesterase TDP1 | Q9NUW8 | recombinant TDP1, AlphaScreen DNA substrate cleavage | Potency, µM (titrated, usually from 130 µM), for inactives: at the top dose activity change, negative = inhibition, usual class: inhibitors | 0.28% of 350,000 active; note: nearly all actives have a fitted effect of over 40% in size
Target sequence (Q9NUW8 whole entry, looked up): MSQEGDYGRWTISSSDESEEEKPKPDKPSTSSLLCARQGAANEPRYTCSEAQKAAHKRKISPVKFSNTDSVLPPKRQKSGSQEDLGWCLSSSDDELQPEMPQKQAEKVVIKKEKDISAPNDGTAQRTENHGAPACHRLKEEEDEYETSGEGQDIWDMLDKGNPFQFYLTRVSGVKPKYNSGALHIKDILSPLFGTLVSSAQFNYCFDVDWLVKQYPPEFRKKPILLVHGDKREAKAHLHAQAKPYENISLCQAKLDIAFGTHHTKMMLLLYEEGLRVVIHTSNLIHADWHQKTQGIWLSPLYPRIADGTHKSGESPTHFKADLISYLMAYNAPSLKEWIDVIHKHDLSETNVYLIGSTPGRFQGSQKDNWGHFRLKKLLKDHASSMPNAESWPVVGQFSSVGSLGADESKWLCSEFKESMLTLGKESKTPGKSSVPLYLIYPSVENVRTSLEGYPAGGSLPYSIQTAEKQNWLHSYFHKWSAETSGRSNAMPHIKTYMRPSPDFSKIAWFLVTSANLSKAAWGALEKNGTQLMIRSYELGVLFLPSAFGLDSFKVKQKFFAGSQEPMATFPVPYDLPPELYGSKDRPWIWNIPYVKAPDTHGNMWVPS
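Recombinant E. coli-expressed Tdp1 (1 nM) preincubated with compound 15 min at RT, then 5'-biotin/3'-phosphotyrosine-FITC DNA substrate (15 nM) added for 5 min. AlphaScreen beads (10 ug/ml) added, 10 min RT; tyrosine-FITC cleavage read as signal loss.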
* = called active by the depositor; ? = inconclusive; . = no result given; & = joins results of further samples; [ ] = dose if it differs, or a comment. Calls come from the whole dose curve; as a rule, active = well fitted curve in the direction sought with a large enough effect; inconclusive = small, poorly fitted or top-dose-only effect, or another doubt; inactive = no such curve, though single readings can be large; an effect the other way counts as inactive or inconclusive. Unless noted, % is set by controls: 0 for no effect and ±100 for the full control effect; potency is the fitted concentration of half-maximal effect.

smiles | FEN1 inhibitor | N370S GC | TDP1 inh
Cc1cc(C)n2nc(C(=O)NCc3ccccc3)cc2n1 | -4.5% | 30.5%[2.35 µM] | -3.0%
CC1(C)C(=O)Nc2ccccc2N1C(=O)COC(=O)COc1cccc(C(F)(F)F)c1 | -9.5% | 1.2% | .
COc1ccc(-c2nc3scc(CCNC(=O)Cc4ccc(F)cc4)n3n2)cc1 | 12.2% | . | 2.7%
CC(=O)c1sc(-c2ccc(F)cc2F)nc1C | 6.6% | 1.7% | 2.5%
COC(=O)C1=C(C)NC(C)=C(C(=O)OC)C1c1ccccc1OCc1c(C)no[n+]1[O-] | -3.4% | 1.3% | -1.0%
Nc1c(C(=O)O)cnc2nc(N3CCOCC3)nn12 | 3.8% | -11.9% | 2.3%
Cc1ccc(C(C)C)c(OCC(=O)Nc2ccc(O)c(-c3nc4cc(Cl)ccc4o3)c2)c1 | -2.4% | . | 1.3%[12.3 µM]
COc1cc(CC(=O)O)ccc1O | 18.0% | -0.7%&6.0%&16.2% | 0.0%
CCOC(=O)[C@@H]1[C@H]2COc3cc(OC)ccc3[C@H]2N2C(=O)N(c3cccc(C)c3)C(=O)[C@]12C | -3.2% | . | 1.3%
COc1ccc(/C=C/C(=O)Nc2nc(-c3cccs3)ns2)cc1 | -2.2% | . | -2.6%
O=C(CCc1nnc(C2CCCCC2)o1)N1CCN(c2ccccc2F)CC1 | 0.9% | 8.6% | .
O=C(NCCOc1ccc(F)cc1)C1CCC(=O)N(CC2CCCCC2)C1 (stereo unspecified) | -9.2% | 2.8% | 2.0%

4 of the compounds above, as labelled records.
SMILES: CC1(C)C(=O)Nc2ccccc2N1C(=O)COC(=O)COc1cccc(C(F)(F)F)c1
  FEN1 inhibitor: -9.5%; N370S GC: 1.2%; TDP1 inh: .
SMILES: COc1ccc(-c2nc3scc(CCNC(=O)Cc4ccc(F)cc4)n3n2)cc1
  FEN1 inhibitor: 12.2%; N370S GC: .; TDP1 inh: 2.7%
SMILES: CC(=O)c1sc(-c2ccc(F)cc2F)nc1C
  FEN1 inhibitor: 6.6%; N370S GC: 1.7%; TDP1 inh: 2.5%
SMILES: COC(=O)C1=C(C)NC(C)=C(C(=O)OC)C1c1ccccc1OCc1c(C)no[n+]1[O-]
  FEN1 inhibitor: -3.4%; N370S GC: 1.3%; TDP1 inh: -1.0%

Remaining list, next part:
smiles | FEN1 inhibitor | N370S GC | TDP1 inh
CCOc1ccc2c(c1)c(C(C)=O)c(C)n2-c1ccccc1 | -3.0% | 4.5% | 7.8%
Cc1cccc(C(=O)Oc2ccc(/C=N/NC(=O)c3ccccc3O)cc2)c1 | -23.2% | 10.2% | 0.0%
COc1ccc(NC(=O)Cn2cnc3ccc(S(=O)(=O)N4CCC(C)CC4)cc3c2=O)c(OC)c1 | 5.5% | . | 3.2%
CCOc1ccc(NC(=O)c2oc3ccccc3c2NC(=O)C(C)(C)C)cc1 | -19.4% | . | -1.3%
O=C(Nc1ccc(Cl)c(S(=O)(=O)N2CCOCC2)c1)c1cn2ccccc2n1 | -17.0% | 3.2% | -2.5%
Nc1nc(SCC(=O)Nc2ccc(Br)cc2Br)n[nH]1 | -9.8% | . | 0.3%
O=C(CCc1ccccc1)Nc1ncn[nH]1 | -10.4% | 3.0% | -1.0%
Cc1ccc2nc(NC(=O)CCNS(=O)(=O)c3ccc(Br)s3)sc2c1 | ? | 6.2% | 3.8%
CCN(CC)CCn1c2c(c(SCC(=O)Nc3nc4ccccc4s3)nc1=O)CCCC2 | -2.6% | -6.2% | 3.4%
COc1ccc(-c2nsc(NC(=O)C(C)Oc3ccc(Cl)c(C)c3)n2)cc1 (stereo unspecified) | 4.7% | . | 0.0%
CCC1CN(C(=O)Nc2ccccc2C(F)(F)F)c2ccccc2S1 (stereo unspecified) | -0.9% | . | 11.2%
CCOc1ccc(NC(=O)CN(C)C(=O)C2CCCO2)cc1OCC (stereo unspecified) | 3.8% | -2.1% | -5.8%

Remaining list, next part
smiles | FEN1 inhibitor | N370S GC | TDP1 inh
NCC[C@H](O)C(=O)N[C@@H]1C[C@H](N)[C@@H](O[C@H]2O[C@H](CN)[C@@H](O)[C@H](O)[C@H]2O)[C@H](O)[C@H]1O[C@H]1O[C@H](CO)[C@@H](O)[C@H](N)[C@H]1O | -14.0% | -6.7% | 0.0%&2.1%
COc1ccc(OC)c(S(=O)(=O)Nc2ccccc2C(=O)O)c1 | -3.9% | 3.8% | 1.0%
CC(N=Cc1cccc(O)c1O)c1ccccc1 (stereo unspecified) | 35.5µM* | 2.0% | ?
COc1ccc(NC(=O)COC(=O)CN2C(=O)C3CCCCC3C2=O)cc1OC (stereo unspecified) | 17.9% | . | 2.4%
COC(=O)c1c(C(=O)OC)c2ccncn2c1Cl | 0.6% | 8.7% | -1.1%
Nc1nnc(CSCc2ccccc2Cl)s1 | -17.2% | 1.7% | 4.7%
CC1(C)Cc2cccc(OCC(=O)N3CCN(c4ccc(F)cc4)CC3)c2O1 | -2.3% | 0.3% | 3.9%
OC(COC(c1ccccc1)c1ccccc1)CN1CCc2ccccc2C1 (stereo unspecified) | -18.3% | -22.8% | 4.5%
Cc1ccc(NS(=O)(=O)c2ccc3c(c2)NC(=O)CCS3)c(Cl)c1 | 16.2% | -1.9% | 3.3%
COc1ccc(-c2nn(CCC#N)cc2/C=N/O)cc1OC | 1.8% | 1.3% | 2.7%
O=C(CNc1cccc2ccccc12)N/N=C/c1cccc(Oc2ccccc2)c1 | -8.3% | 11.9% | 7.0%
OCCC1CN(Cc2cc3ccccc3o2)CCN1Cc1ccc(F)cc1 (stereo unspecified) | 10.2% | -4.0% | .

Reprinted from above, 4 compounds:
smiles | FEN1 inhibitor | N370S GC | TDP1 inh
Cc1ccc(NS(=O)(=O)c2ccc3c(c2)NC(=O)CCS3)c(Cl)c1 | 16.2% | -1.9% | 3.3%
COc1ccc(-c2nn(CCC#N)cc2/C=N/O)cc1OC | 1.8% | 1.3% | 2.7%
O=C(CNc1cccc2ccccc12)N/N=C/c1cccc(Oc2ccccc2)c1 | -8.3% | 11.9% | 7.0%
OCCC1CN(Cc2cc3ccccc3o2)CCN1Cc1ccc(F)cc1 (stereo unspecified) | 10.2% | -4.0% | .

New compounds follow
smiles | FEN1 inhibitor | N370S GC | TDP1 inh
Cc1ccccc1OCCOC(=O)c1c(-c2ccccc2)noc1C | -8.7% | 16.1% | .
Cc1ccc(-c2cc(-c3ccc4c(c3)NC(=O)CO4)nc3c2COc2ccccc2-3)cc1 | -1.8% | . | 1.9%
Cc1nnc(SCc2ccccc2)n(N)c1=O | -5.1% | 10.6% | -1.1%
Cc1ccc(NS(=O)(=O)c2cc(C(=O)N(C)C)ccc2C)cc1C | -6.4% | -3.7% | 7.2%
CC1CCCN(C(c2cccs2)c2nnnn2Cc2ccccc2)C1 (stereo unspecified) | -22.0% | 0.2% | 6.0%
C=CCNC(=O)Cn1c(=O)c2c(ncn2CCC(C)C)n(Cc2ccccc2)c1=O | 0.1% | 3.9% | -15.1%
CCN(CC(=O)Nc1ccccc1OC)CC(=O)Nc1ccccc1C(F)(F)F | -3.4% | 11.8% | -2.7%
CC1(C)C(c2ccccn2)=[N+]([O-])C(C)(C)N1O | -11.2% | 2.4% | 0.0%
CCCCN(C)C(=O)Cn1cnc2sc(C)cc2c1=O | 2.2% | 2.2% | 3.9%
COc1cc(NC(=O)c2ccc3c(c2)OCCO3)ccc1NC(=O)c1ccccc1Cl | 8.0% | -12.4% | 3.2%
Nc1nc2ccc(NC(=O)c3ccco3)cc2s1 | -9.8% | 0.7% | 8.7%
CC(=O)NCc1ccc(C(=O)CCl)cc1 | -21.7% | -4.3% | -5.3%

(next part)
smiles | FEN1 inhibitor | N370S GC | TDP1 inh
COc1ccc(NC(=O)CN(C)C(=O)c2ccc(-c3cccc(C(F)(F)F)c3)o2)cc1 | -15.0% | -1.4% | 3.7%
Cc1cc2[nH]c(=O)c(=O)[nH]c2cc1S(=O)(=O)Nc1cccc(Cl)c1 | 1.5% | ? | 4.7%
CC(C)(C)SC(=O)CC1NS(=O)(=O)OCC1NC(=O)OCC(Cl)(Cl)Cl (stereo unspecified) | 3.3% | -20.0% | .
Nc1c(NCc2ccccc2)c(=O)[nH]c(=O)n1Cc1ccccc1 | -2.8% | 24.9% | -2.3%
O=C1CN(C(=O)c2ccccc2[N+](=O)[O-])C(c2ccccc2)c2cc(Br)ccc2N1 (stereo unspecified) | -4.1% | -3.2% | .
Cc1ccccc1Cn1nc(C)c(NC(=O)c2noc3c2CCc2ccccc2-3)c1C | -2.9% | 1.3% | 3.3%
CCc1cc(CNC(=O)C2CCC(=O)N(Cc3cccc(F)c3)C2)on1 (stereo unspecified) | 19.1% | -9.5% | 2.1%
COc1cc(NCC(=O)Nc2cccc(S(=O)(=O)N3CCCCC3)c2)cc(OC)c1OC | 0.2% | . | 6.9%
CCc1c(C)nc(SCc2nc(-c3ccccc3)no2)[nH]c1=O | 18.4% | . | 2.7%
CC1(C)OC(=O)C(=CNc2ccccc2)C(=O)O1 | 2.0% | 5.6% | 0.0%
Cc1nc2sc(C(=O)c3ccccc3)c(N)c2c2c1CCCC2 | -23.9% | ? | 3.4%
CCOC(=O)C(NC(=O)c1ccc(OC)cc1)(N1CCOCC1)C(F)(F)F (stereo unspecified) | -4.8% | 4.0% | 6.6%

In the list so far, these contain a tert-butyl group:
smiles | FEN1 inhibitor | N370S GC | TDP1 inh
CCOc1ccc(NC(=O)c2oc3ccccc3c2NC(=O)C(C)(C)C)cc1 | -19.4% | . | -1.3%
CC(C)(C)SC(=O)CC1NS(=O)(=O)OCC1NC(=O)OCC(Cl)(Cl)Cl (stereo unspecified) | 3.3% | -20.0% | .

Further entries follow.
smiles | FEN1 inhibitor | N370S GC | TDP1 inh
Cc1ccc[n+](C(C)C(=O)Nc2ccc(C)c([N+](=O)[O-])c2)c1 (stereo unspecified) | -8.9% | -18.9% | 1.9%
COc1cc(NC2CCCCC2O)c2nc(-c3ccc(Cl)cc3)ccc2c1 (stereo unspecified) | -30.6% | 29.5% | -1.4%
CC(=O)Nc1cccc(-c2csc(Nc3ccc(Cl)cn3)n2)c1 | ? | -2.8% | 4.8%
COc1cccc(/C=N/Nc2snc(SC)c2C#N)c1 | 2.5% | -27.7% | 6.4%
CC(C)(C)C(=O)Oc1cc(N)n(S(=O)(=O)c2ccccc2)n1 | 6.6% | 6.4% | 3.4%
O=S(=O)(Nc1ccc(-c2nnc(SCc3ccc(Cl)cc3)o2)cc1)c1ccccc1 | -10.8% | 2.7% | 2.7%
CC(C)(C)OC(=O)N[C@H](C(=O)OC(C)(C)C)c1ccc2ccccc2c1 | -0.8% | . | 0.0%
CC#CCN1c2ccccc2[C@]23C[C@@H](C(=O)OC)N(S(=O)(=O)c4ccc(OC)cc4)C2=NC(C(=O)OC)=C(C(=O)OC)[C@H]13 | . | -11.0%[12.8 µM] | 11.0%[12.3 µM]
CC(C(=O)N(C)C)N1c2cccc3cccc(c23)S1(=O)=O (stereo unspecified) | 18.5% | 9.0% | .
N/C(=N\OC(=O)N1c2ccccc2Sc2ccccc21)c1ccccc1 | -3.5% | 10.2% | 8.0%
Cc1c(NC(=O)Nc2cccc(C(F)(F)F)c2)sc2nc3n(c(=O)c12)CCC(C)CC3 (stereo unspecified) | -4.4% | . | -3.9%
O=C1CC(Nc2ccccc2)C(=O)N1CCc1ccccc1 (stereo unspecified) | -6.6% | 10.2% | 3.4%

More compounds follow:
smiles | FEN1 inhibitor | N370S GC | TDP1 inh
Nc1ncnc2c1ncn2C1O[C@H](CO)[C@@H](O)[C@@H]1O (stereo partly specified) | 14.5% | 0.5% | .
Cc1ccc(S(=O)(=O)N2CCCCC2)cc1NC(=O)COC(=O)C1=COCCO1 | 6.1% | -4.4% | 0.0%
Cc1cccc(NC(=O)C(C)N2C(=O)C3C4CC(C(Br)C4Br)C3C2=O)c1 (stereo unspecified) | 1.6% | -4.3% | 3.8%
O=C(CN1C(=O)C2CC=C(Cl)CC2C1=O)N1CCOCC1 (stereo unspecified) | 30.0%[activator] | 3.3% | 2.8%[56.1 µM]
O=C(Cc1cccc2ccccc12)Nc1cc(C(=O)O)cc(C(=O)O)c1 | 24.0% | -1.0% | 7.8%
O=C1NC(=Nc2ccc(O)cc2)S/C1=C/c1ccco1 | -1.1% | ? | -3.7%
Cc1cc(C)cc(NC(=O)N2c3ccccc3NC(=O)CC2C)c1 (stereo unspecified) | 0.4% | 3.9% | -5.5%
O=C(CSc1ncnc2sc3c(c12)CCCC3)c1ccccc1 | 16.4% | 27.5% | ?
